# Assay outcomes as filed in PubChem BioAssay.
# NR2E3 ag-1: activates human NR2E3 receptor. Q9Y5X4. CHO-S Gal4-NCOR/VP16-NR2E3 two-hybrid, luciferase. AID 602229. inhibition of corepressor binding, % at 3.98 µM. 360,000 tested, 0.35% active;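 active = inhibition above the mean of all tested compounds plus 3 SD, cut at about 70% in these data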;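 also: 0% = DMSO with NR2E3 transfected cells and 100% = cells lacking NR2E3 construct; higher means lower luciferase signal from less NR2E3 corepressor binding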
# Cardio protect: myocardial damage modulation in H9c2 cells; AID 588492; H9c2 cardiomyocytes, H2O2 injury protection, ATPLite, 2 h; 360,000 tested, 0.63% active; protection from H2O2 cell death, % at 20 µM;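 active = compounds giving at least 50% protection of heart cells from peroxide-induced death in the single-dose screen, raw or plate-pattern-corrected value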;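 also: 0% = DMSO wells with peroxide and 100% = DMSO wells without peroxide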
# NR2E3 ag-2: NR2E3 (human) agonism. GST-NR2E3/biotin-RetCOR TR-FRET, 1536-well. inhibition of corepressor binding, % at 4.78 µM. 320,000 tested, 0.12% active. AID 2300;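 active = percent inhibition above the cutoff of mean plus 3 SD of all tested compounds, set per screening campaign, cut at about 20% in these data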;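 also: 0% = DMSO wells and 100% = biotin wells as full block of FRET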
#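 System: GST-NR2E3 and biotin-RetCOR proteins; probe or stimulus: 7 nM biotin-RetCOR; doses: compound at 4.8 µM, single dose; schedule: Compound–protein incubation for 5 h at 4 °C; detection: time-resolved FRET; read-out: percent inhibition; controls: biotin wells as high control, 0.6% DMSO wells as low control; format: 1536-well plates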
# PDI turbidity: PDI (human) enzyme inhibition | P07237 | PDI insulin aggregation turbidity, A650, 90 min | 350,000 tested, 0.052% active | inhibition, % at 10 µM;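 active = mean inhibition across replicates of 30% or more, whatever share of single replicates reach that level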;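 also: absorbance from insulin aggregation driven by PDI reduction with DTT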
# Target sequence (P07237 whole entry, looked up): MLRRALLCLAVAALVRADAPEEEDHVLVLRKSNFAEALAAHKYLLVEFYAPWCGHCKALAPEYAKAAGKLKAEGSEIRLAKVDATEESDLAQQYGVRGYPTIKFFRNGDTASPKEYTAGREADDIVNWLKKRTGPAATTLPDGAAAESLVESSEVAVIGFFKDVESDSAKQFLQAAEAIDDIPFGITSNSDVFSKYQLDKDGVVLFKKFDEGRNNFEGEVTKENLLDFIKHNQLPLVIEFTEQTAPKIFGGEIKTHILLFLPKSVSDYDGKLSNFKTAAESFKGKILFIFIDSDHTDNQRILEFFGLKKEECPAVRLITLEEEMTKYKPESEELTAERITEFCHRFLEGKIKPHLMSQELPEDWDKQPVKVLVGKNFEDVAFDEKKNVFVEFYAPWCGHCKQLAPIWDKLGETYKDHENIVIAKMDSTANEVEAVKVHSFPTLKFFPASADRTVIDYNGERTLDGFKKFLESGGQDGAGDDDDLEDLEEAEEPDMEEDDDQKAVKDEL
# HTR2A ag: agonists of mouse serotonin 5-HT2A receptor (HTR2A). P35363. CHO-K1 mHTR2A beta-arrestin complementation, luminescence; percent of 30 µM serotonin response. activation, % at 7.6 µM. 360,000 tested, 0.66% active;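 active = activation above a run cutoff, the mean activation of all tested compounds plus 3 SD, cut at about 14% in these data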;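 also: 0% = plate median of compound wells and 100% = 30 µM serotonin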
# Target sequence (P35363 whole entry, looked up): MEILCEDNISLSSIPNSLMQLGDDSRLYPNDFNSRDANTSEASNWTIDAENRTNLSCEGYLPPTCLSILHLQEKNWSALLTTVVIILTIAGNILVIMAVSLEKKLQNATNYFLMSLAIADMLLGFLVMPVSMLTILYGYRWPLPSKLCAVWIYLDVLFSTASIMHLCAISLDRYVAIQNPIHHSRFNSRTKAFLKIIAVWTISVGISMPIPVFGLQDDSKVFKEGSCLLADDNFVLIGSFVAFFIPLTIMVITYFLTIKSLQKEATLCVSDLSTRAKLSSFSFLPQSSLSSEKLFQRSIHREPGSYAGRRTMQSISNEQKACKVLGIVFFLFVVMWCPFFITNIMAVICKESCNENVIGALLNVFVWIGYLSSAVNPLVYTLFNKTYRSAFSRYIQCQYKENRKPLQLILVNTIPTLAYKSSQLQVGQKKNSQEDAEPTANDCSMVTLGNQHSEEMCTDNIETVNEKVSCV
# CaV13 ICDI inh: Disruptors of the CACNA1D IQ motif to Ca2+-dependent inactivation inhibitor domain association, primary screening, Förster resonance energy transfer in intact living …; AID 743397; 340,000 tested, 0.098% active; HEK cells, CFP/YFP FRET ICDI-IQ, plate reader, 10 min; percent FRET-ratio fall versus neutral wells; inhibition, % at 12.3 µM;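 active = mean replicate inhibition of at least 30% and at least 1% of replicates passing that level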;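 also: 0% = median of the neutral control wells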
# Shn3 inh set2: inhibitors of Schnurri-3 3'UTR reporter in osteoblasts. Clone20 osteoblast Shn3 3'UTR firefly luciferase, 24 h. inhibition, % at 12.5 µM. 360,000 tested, 0.52% active;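 active = mean inhibition of at least 75% with every replicate also reaching 75%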;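 also: 0% = median of neutral control wells and 100% = pilot-screen positive control compound; some compounds past the cut are filed as inactive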
# HIF-2a inh: blocks HIF-2a reporter activity | 786-0 RCC cells HIF-2a reporter, luciferase luminescence, overnight | inhibition, % at 18.8 µM | 360,000 tested, 0.72% active;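 active = inhibition of the luminescence signal of 40% or more relative to plate controls, in a single-dose primary screen at 18.75 µM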
# iPSC survival up: increases survival of single human iPS cells; hiPSC single-cell survival, ATPlite luminescence; 100% = ROCK inhibitor wells, 0% = DMSO; survival enhancement, % at 20 µM; 360,000 tested, 0.044% active; in the data active = survival enhancement above about 18%;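 also: cells exposed to compounds for 16 hours before the ATP read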
# Peg3 promoter: inhibitors of Peg3 promoter; HeLa PEG-Prom luciferase reporter, luminescence, overnight; inhibition, % at 20 µM; 360,000 tested, 1.7% active;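 active = inhibition of at least 50% at 20 µM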
# MITF TRPM1 inh: inhibitors of MITF-driven TRPM1 promoter in melanoma cells. SK-MEL-5 TRPM1 promoter luciferase, 24 h. inhibition, % at 12.5 µM. 330,000 tested, 0.83% active. AID 488899;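 active = mean inhibition across replicates of 60% or more, whatever share of single replicates reaches that level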; also: values of inactives mirror those of a sister screen read the other way
# * marks the source's active call; other numbers are inactive results; / = not tested or not shown.
SMILES,NR2E3 ag-1,Cardio protect,NR2E3 ag-2,PDI turbidity,HTR2A ag,CaV13 ICDI inh,Shn3 inh set2,HIF-2a inh,iPSC survival up,Peg3 promoter,MITF TRPM1 inh
COc1cccc(C(NC(C)=O)c2ccc3cccnc3c2O)c1 (centres undefined),-12,19,4,-6,-11,-4,83,16,1.2,47,84*
O=c1oc2cc(O)ccc2cc1-c1nc2ccccc2o1,-92,-6,/,/,-2,38*,-71,-229,-0.1,-243,/
CCc1ccccc1NC(=O)NC1CC2CCC(C1)N2Cc1ccco1 (centres undefined),-4,2,2,2,-7,-5,-7,10,-0.2,11,9
Cn1c(C(=O)c2ccccc2[N+](=O)[O-])nc2ccccc21,10,7,2,2,0,-4,9,3,2.6,4,16
CCCCN(C)C(=S)Nc1ccsc1C(=O)OC,-18,-9,6,5,9,-2,0,6,0.6,15,4
CCn1cc(CCC(=O)NC2CCCC2)c2ccccc21,-38,-3,3,-2,-2,-3,-9,13,-0.2,-4,-2
CN(C)CCNC(=O)C(=O)NCC1OCCN1S(=O)(=O)c1ccc([N+](=O)[O-])cc1 (centres undefined),-6,3,0,-2,2,-13,-35,16,0.2,0,8
CN(CC(=O)Nc1cccc(S(=O)(=O)NC2=NCCCCC2)c1)Cc1ccc(C(C)(C)C)cc1,13,-5,1,1,-6,-1,43,13,-0.2,6,0
CCC(C)NC(=O)CN(c1ccc(Cl)c(Cl)c1)S(C)(=O)=O (centres undefined),-2,-2,3,-3,-3,-4,1,13,0.1,-16,-4
O=C(Nc1nc(-c2ccccc2)cs1)c1cccs1,-88,-6,-1,-18,-4,/,-8,-344,-0.6,-274,-61
CCOC(=O)c1c(NC(=O)c2ccn(CC)n2)sc2c1CCCC2,-13,-19,2,-5,-2,-7,12,-103,4.7,-6,-11
Cc1ccc(CNC(=O)C2CCN(S(=O)(=O)N3CCCC3)CC2)cc1,-2,-1,2,2,-5,-7,-9,1,-0.3,-1,10
CN1CCC/C1=C/C=C1\SC(=S)NC1=O,-26,4,-18,1,1,-6,-34,-64,0.3,-85,-32
O=C(NCCN1CCC(n2c(=O)[nH]c3ccccc32)CC1)c1ccc(F)c(F)c1,1,/,/,/,-5,-4,/,-3,-0.9,/,/
COc1cc(C(=O)NC(=S)N2CCN(C)CC2)cc(OC)c1OC,-35,7,/,2,6,-1,7,5,4.9,-6,-19
COc1ccc(S(=O)(=O)n2nc(OC(=O)c3ccccc3)cc2N)cc1,-35,42,1,-20,1,-5,13,9,2.0,7,-1
CC(C)Oc1ccc2c(c1)OC(c1ccccc1)(C(F)(F)F)NC2=O (centres undefined),-13,-5,-1,-1,0,-2,-26,-28,5.3,-13,0
O=C(NCc1cc(C(F)(F)F)ccc1Cl)c1cccc2c1C(=O)c1ccc(N3CCCCC3)cc1S2(=O)=O,11,6,/,-8,-3,-10,3,-2,-2.8,-3,-3
Cc1ccc(CCN2CC(C(=O)NCCC(C)C)CC2=O)cc1 (centres undefined),-1,1,-1,-2,-8,-4,-1,17,-0.3,12,2
CCN(CC)CC(C)OC(=O)c1cc(OC)c(OC)c(OC)c1 (centres undefined),-8,4,-1,0,0,-8,-1,22,1.8,4,1
CCCCC1CCC(C(=O)N(CC(C)C)c2c(N)n(CCCC)c(=O)[nH]c2=O)CC1 (centres undefined),-6,19,4,-15,6,-2,52,18,-0.5,14,74*
O=C(NCCCN1CCCC1=O)C1CCN(S(=O)(=O)c2c(Cl)cccc2Cl)CC1,-11,-3,4,-6,8,-3,8,1,0.7,12,-10
COc1ccccc1-c1cc(NC=O)c2ncc(-c3cccc(C(C)=O)c3)n2c1,13,60*,/,9,2,-6,11,-29,1.2,42,/
N/C(=N\c1nc2ccccc2o1)NC(=O)/C=C/c1ccccc1,-5,-2,-1,1,2,-4,22,-57,-0.6,-44,-14
Cc1ccccc1S(=O)(=O)Cc1ccc(C(=O)NCCN(C)Cc2ccccc2)o1,-3,16,2,6,-5,-2,-1,8,-0.2,0,0

# A few values from the entries so far.
# For HTR2A ag, CCC(C)NC(=O)CN(c1ccc(Cl)c(Cl)c1)S(C)(=O)=O (centres undefined) is entered as -3
# For NR2E3 ag-1, CCCCC1CCC(C(=O)N(CC(C)C)c2c(N)n(CCCC)c(=O)[nH]c2=O)CC1 (centres undefined) is entered as -6
# For MITF TRPM1 inh, O=C(NCCCN1CCCC1=O)C1CCN(S(=O)(=O)c2c(Cl)cccc2Cl)CC1 is entered as -10

# More structures follow.
SMILES,NR2E3 ag-1,Cardio protect,NR2E3 ag-2,PDI turbidity,HTR2A ag,CaV13 ICDI inh,Shn3 inh set2,HIF-2a inh,iPSC survival up,Peg3 promoter,MITF TRPM1 inh
COc1cc(OC)cc(C(=O)N2CCN=C2SCc2cccnc2)c1,-6,1,2,0,2,-5,20,6,0.5,0,8
C/C(=C\C(=O)c1ccccc1)NNC(=O)c1ccc(Cl)cc1,-31,6,-1,13,-2,-5,-6,15,0.3,5,-2
O=C(COC(=O)c1ccccc1O)Nc1cccnc1Cl,3,2,-1,7,0,-5,1,-8,-1.0,-14,17
Cc1cccc(N2Cc3ccccc3C2=NC(=O)c2ccc(Cl)nc2)c1,-56,3,2,18,2,-4,-8,-92,-1.0,-87,-5
CCCCOc1ccc(C(=O)Nc2ccc(CN3CCOCC3)cc2)cc1,-32,-2,/,2,0,6,45,-2,-0.6,-8,11
CCC(C)(C)n1nnnc1C(c1ccncc1)N1CCC(C)CC1 (centres undefined),8,1,4,1,-1,-5,8,19,0.4,4,-1
CSC1=NCCN1C(=O)c1c(F)cccc1F,-22,-1,-2,3,-1,-3,7,17,-0.2,30,1
COc1cc2cc(C(c3nnnn3C3CCCC3)N3CCCCCC3)c(=O)[nH]c2cc1OC (centres undefined),0,12,3,3,-2,-5,4,21,5.5,14,11
COc1ccc(OC)c(C(=O)NC(CC(N)=O)c2ccc(NCC3CC3)c([N+](=O)[O-])c2)c1 (centres undefined),7,0,5,-1,-3,-10,-1,1,-0.1,1,1
O=C(O)CCN1C(=O)C2C3c4ccccc4C(c4ccccc43)[C@@H]2C1=O (some centres undefined),-24,4,1,4,5,-4,/,20,-1.0,9,4
COc1cc(OC)cc(-c2c(-c3ccc(F)cc3)c3cc(-c4ccc5c(c4)OCCO5)ccc3n2C)c1,-4,-4,/,-1,0,-4,20,-6,-2.8,24,10
CC(=O)N1N=C(c2ccccc2)CC1c1ccccc1 (centres undefined),-33,5,-5,0,1,-20,-7,-15,-0.2,-1,4
COc1ccc(-c2csc(N3C(=N)SCC3=O)n2)cc1,-96,-3,1,-9,2,-9,-20,-164,-2.7,-192,-5
CC1CN(C(=O)COC(=O)c2cccc(S(=O)(=O)N3CCc4ccccc43)c2)CC(C)O1 (centres undefined),14,9,/,-2,-2,-6,-2,17,0.5,-4,-1
CCCc1nc2ccc(Cl)cn2c1Cc1ccccc1,-23,-5,/,/,3,-4,-4,-7,-0.7,-25,/
CCCCNC(=O)N(O)C1N(/N=C/c2ccccc2F)C(=S)SC1(C)C (centres undefined),-16,-2,-2,0,1,-18,6,6,-0.2,15,9
CC(C)C(NS(=O)(=O)c1ccccc1)C(=O)N1CCCC1 (centres undefined),17,-3,2,-5,1,-2,15,9,-0.3,22,-1
O=C(CSc1nnnn1-c1ccccc1)NC(=O)NCc1ccco1,2,-6,2,8,-1,-6,10,8,3.1,-1,3
O=C(OCCc1cc2ccccc2c(=O)o1)c1cccs1,-80,-16,1,5,4,-5,-87,-79,5.1,-360,-71
COCc1ccc(C(=O)N(C)CC2CCCN(CCc3ccc(Cl)cc3)C2)o1 (centres undefined),-15,-1,5,-2,-11,-6,-3,-6,-0.3,6,-8
COc1cccc(/C=N/NC(=O)C(=O)N2CCCC2)c1O,-8,15,3,2,-4,-7,15,-66,0.0,-20,-11
S=C(Nc1cc(Cl)cc(Cl)c1)NC1CCN(Cc2ccccc2)CC1,9,-21,/,0,-8,-7,16,42*,0.6,94*,12
COc1ccc(CNC(=O)CSC(=S)N2CCCC2)cc1,28,7,/,0,-3,-6,7,7,-0.4,-12,2
O=C(/C=C/c1ccc(Cl)cc1)NCc1ccco1,-39,-2,-2,-3,1,-18,-15,-164,-1.4,-166,-37
CCOc1ccc(C(=O)O/N=C(\N)c2ccc([N+](=O)[O-])cc2)cc1OCC,-14,-2,-2,-2,2,-5,1,-5,0.3,-12,-12

# New compounds follow.
SMILES,NR2E3 ag-1,Cardio protect,NR2E3 ag-2,PDI turbidity,HTR2A ag,CaV13 ICDI inh,Shn3 inh set2,HIF-2a inh,iPSC survival up,Peg3 promoter,MITF TRPM1 inh
CN(CC(=O)Oc1ccc(-c2nnco2)cc1)S(=O)(=O)c1ccc(F)cc1,-3,-3,-2,10,1,-6,7,8,-0.4,13,-10
Cc1ccc2c(c1)C1CN(C)CCC1N2C(=O)c1ccccc1NS(=O)(=O)c1cccc(C(F)(F)F)c1 (centres undefined),-9,-3,-1,3,-4,-3,-28,11,1.6,12,2
COC(=O)c1nc2n(n1)C(c1ccccc1OC)C1=C(CCCC1=O)N2 (centres undefined),-20,-1,0,1,0,/,2,15,8.0,4,6
Cc1ccccc1NC(=O)CN(C)S(=O)(=O)c1ccc2c(c1)n(C)c(=O)c(=O)n2C,3,-1,1,-3,4,-4,-5,0,-0.5,6,-1
Cc1ccc(-c2ccc(=O)n(CC(=O)NCc3ccco3)n2)cc1,-15,-7,3,0,1,-8,-4,2,0.9,1,-2
O=C(Cc1ccccc1F)NC1CCCc2ccccc21 (centres undefined),-25,2,-1,-1,0,-4,-8,-49,-0.1,-28,-20
Cc1cc(NS(=O)(=O)c2ccc(NC(=O)c3cccc(OC(F)F)c3)cc2)nc(C)n1,3,1,-1,-2,-3,11,4,21,0.9,13,-5
CCCCCCn1cc(CN2CC(N(C)C)CS2(=O)=O)nn1 (centres undefined),-20,/,/,/,4,-9,/,5,0.5,/,/
Cc1cc(C)n2nc(C(=O)NCC(=O)Nc3ccc(F)c(F)c3)nc2n1,14,6,-4,1,3,/,-17,9,0.5,-6,-2
CC(C)NS(=O)(=O)c1ccc(NC(=O)C(C)Oc2ccc(C(=O)c3ccccc3)cc2)cc1 (centres undefined),-17,-17,2,3,1,-4,55,19,0.2,16,-10
O=C1CC(N2CCN(c3ccc(F)cc3)CC2)C(=O)N1c1ccccc1 (centres undefined),-11,0,2,0,-1,-4,-4,6,0.1,0,1
CC1CCCCN1C(=O)COC(=O)CNC(=O)c1ccc(Cl)cc1Cl (centres undefined),-17,-2,-3,-1,6,-6,-3,-2,0.2,-7,-19
COc1ccc(-c2cc(-c3ccccc3)nc(N3CCCC3)n2)cc1OC,-41,-9,1,-3,-1,-7,2,-3,1.6,-12,-28
Cc1nc2ccccn2c1CN(C)C(=O)C1CCC(=O)N(CCc2cccc(F)c2)C1 (centres undefined),-12,-1,1,7,2,-6,-6,-14,1.0,-5,6
